Screening results as filed in PubChem.
human PMI inhibitors: MPI inhibition at elevated mannose 6-phosphate – biochemical, fluorescence intensity, high mannose 6-phosphate, primary screen (AID 1220). recombinant PMI enzyme, coupled fluorescence intensity; higher % means a stronger effect. one-dose inhibition, % at 20 µM; IC50 in µM for titrated hits. hit rate 0.66% among 190,000
P. falciparum M17LAP: P. falciparum M17LAP inhibitors, primary screen, biochemical, fluorogenic H-Leu-NHMec substrate, 1536-well (AID 1619). recombinant M17LAP, H-Leu-NHMec fluorogenic kinetic assay; higher % means a stronger effect. inhibition, % at 30 µM; hits with a dose series show IC50 in µM. hit rate 0.38% among 220,000;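 active = compound inhibiting the enzyme by more than half at any dose during confirmatory dose-response retesting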;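 also: plate controls were full reaction with DMSO carrier for no effect and no enzyme background for full effect; strong numbers were not always called active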
Lipid droplet: hepatic lipid droplet formation modulation; AML12 mouse hepatocytes, oleate lipid droplets, BODIPY imaging; inhibition, % at 6.5 µM; hit rate 0.4% among 240,000;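 active = lipid droplet intensity inhibited by at least 50%, with more than 500 cells counted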
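material = mouse AML12 hepatocyte cell line, fixed after treatment | also added = 100 µM oleic acid challenge | doses = compound at 6.5 µM only | schedule = overnight exposure | technique = Image-based BODIPY and DAPI two-channel analysis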
UTI89 phage lysis: inhibition of K1F phage lysis, E. coli UTI89, bacterial capsule biogenesis inhibitors, alamar blue (AID 488966); E. coli UTI89 K1F phage lysis, alamar blue, 2 h; higher % means a stronger effect; inhibition, % at 100 µM, or IC50 in µM where a hit was titrated; hit rate 0.02% among 340,000;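 active = phage lysis inhibition, versus mean bacterial control, above a set limit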;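 also: capsule biogenesis inhibitors block K1F phage lysis so surviving cells raise fluorescence; higher fluorescence means more inhibition of phage lysis; actives were called in the ten point dose series up to 300 µM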
human PMI inhibition: MPI enzyme activity inhibition – biochemical, fluorescence intensity, coupled assay, primary screen (AID 1209) | purified PMI enzyme, coupled fluorescence intensity; higher % means a stronger effect | inhibition, % at 20 µM; hits with a dose series show IC50 in µM | hit rate 0.42% among 190,000;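 also: plate controls were DMSO vehicle for no effect and wells lacking substrate for full effect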
SIAH1 antagonists: Siah-1 peptide-binding antagonists, primary screen, biochemical, fluorescence polarization, rhodamine-plectin, uHTS (AID 1817) | hit rate 0.02% among 290,000 | displacement, % at 20 µM, or IC50 in µM where a hit was titrated | Siah-1 / rhodamine-plectin peptide fluorescence polarization; higher % means a stronger effect;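 active = displacement of at least 50% at 20 µM, with a fluorescence ratio check between 0.3 and a set limit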;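 also: plate controls were Siah plus tracer with DMSO for no effect and tracer alone without Siah for full effect; strong numbers were not always called active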
XIAP antagonists: small molecules displacing peptide from XIAP – biochemical, IAP family, fluorescence polarization (AID 1018) | displacement, % at 20 µM, or IC50 in µM where a hit was titrated | XIAP BIR domain, fluorescence polarization peptide displacement; higher % means a stronger effect | hit rate 0.007% among 200,000; in the data active = displacement above about 50%; also: a part of the inactive calls stands beside numbers as strong as those of hits
P. falciparum M1AAP: P. falciparum M1AAP inhibitors, biochemical, fluorogenic H-Leu-NHMec substrate, 1536-well (AID 1445). hit rate 0.42% among 220,000. recombinant M1AAP, H-Leu-NHMec fluorogenic kinetic assay; higher % means a stronger effect. one-dose inhibition, % at 30 µM; IC50 in µM for titrated hits;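 active = primary inhibition above the hit cutoff, then over 50% inhibition at one or more dose response concentrations, cut at about 23% in these data, passing the limit was not always enough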;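 also: plate controls were DMSO full reaction for no effect and no enzyme background for full effect; strong numbers were not always called active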
TNAP activation fold: stimulation of alkaline phosphatase TNAP activity – biochemical, luminescent, no phosphate acceptor, uHTS, primary screen (AID 1001) | purified TNAP, luminescent activation assay, no phosphate acceptor; higher activation fold means a stronger effect | activation fold at 20 µM, or EC50 in µM where a hit was titrated | hit rate 0.03% among 200,000; in the data active = activation fold from about 3, or a potency from the dose series; inactive = the rest, 99 in 100 with activation fold below about 1.6; also: many of its hits are not listed in these tables
Lipid droplet cells 6.5 µM: further read-out of Lipid droplet, marked with its call; cell count; measured here: cell count, cytotoxicity flag;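 cells counted across two imaged fields per well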
Starred values were filed as active, the others as inactive; . = not tested or not shown; [ ] = another dose, or the depositor's remark. Rule as the data show it, unless noted: active = inhibition above about 50%; inactive = the rest.

smiles,human PMI inhibitors,P. falciparum M17LAP,Lipid droplet,Lipid droplet cells 6.5 µM,UTI89 phage lysis,human PMI inhibition,SIAH1 antagonists,XIAP antagonists,P. falciparum M1AAP,TNAP activation fold
CCO[C@H]1OC(C(N)=O)=C[C@@H](c2csc3ccccc23)[C@@H]1CCCO,0%,0%,-54,719,3.0%,3%,-1%,-2.8%,-2%,1
Cc1ccc(C(=O)OCC(=O)Nc2cccc(Cl)c2C)c(O)c1,.,3%,-12,637,0.8%[50 µM],.,4%,.,3%,.
CC(C)(C)c1ccc(C(=O)NC(=S)Nc2sc3c(c2C#N)CCC3)cc1,6%,-2%,-44,689,1.8%,14%,-7%,-7.8%,1%,0.9
Cc1nc(N2CCOCC2)c2oc3ccccc3c2n1,-14%,4%,.,.,-0.5%,-10%,0%,-1.1%,2%,1.1
O=C(NCCCc1nc2ccccc2[nH]1)c1cccs1,-6%,2%,4,568,0.9%,-13%,9%,-10%,9%,1.1
O=C1/C(=N\S(=O)(=O)c2cccs2)C([n+]2ccccc2)=C([O-])c2ccccc21,.,2%,-4,680,-0.5%,.,5%,.,7%,.
CCOc1nc(Nc2ccc(F)cc2)nc(N2CCN(c3ccc(OC)cc3)CC2)n1,-4%,1%,25,855,0.1%,0%,3%,-2.1%,4%,1.1
O=c1[nH]c(N2CCN(Cc3ccc4c(c3)OCO4)CC2)nc2c1CCCC2,8%,3%,0,648,0.1%,0%,-5%,-13%,-8%,1
Cc1ccc(Cn2ccc(NC(=O)c3cc(-c4ccc(F)cc4)on3)n2)cc1,-4%,-2%,.,.,5.0%,2%,-2%,-6.6%,1%,1
O=C(CN1CCN(c2ccccc2)CC1)Nc1ccc(Oc2ccccc2)cc1,1%,0%,-5,660,0.1%,5%,4%,-5.5%,7%,1
CCNc1nc(Oc2ccc(=O)n(-c3ccccc3)n2)nc(N2CCOCC2)n1,9%,-1%,2,671,1.7%,10%,1%,0.5%,5%,1.1
O=C(NC(Cc1c[nH]c2ccccc12)C(=O)Nc1ccc(OC(F)(F)F)cc1)c1cccs1 (stereo not given),13%,-1%,-13,665,0.5%,27%,7%,-2.0%,9%,1
NC(=O)COC(=O)CCCSc1nc2ccccc2s1,0%,-9%,-3,670,0.3%,1%,5%,-3.1%,7%,1.1
CCCCNC(=O)CSc1nc(O)c(Cc2ccc(OC)cc2)c(=O)[nH]1,.,-11%,19,626,0.0%,.,-4%,.,1%,.
CC12CN3CC(C)(CN(C1)C3c1ccc3ccccc3c1O)C2=O (stereo not given),53%*,3%,.,.,3.2%,-12%,-1%,-7.9%,-2%,0.9
CCCSc1nc2sc3c(c2c(=O)[nH]1)CCN(Cc1ccccc1)C3,-69%,-73%,-8,645,0.5%,-34%,2%,-3.6%,10%,1.1
COc1ccc(C)cc1NC(=O)NNC(=O)C1CCC(C(C)(C)C)CC1 (stereo not given),4%,3%,1,681,-0.2%,1%,6%,-2.4%,2%,1.3
CCCCS(=O)c1c(O)c2ccccc2[nH]c1=O (stereo not given),-2%,7%,.,.,1.6%[50 µM],-12%,3%,-8.2%,4%,1.1
COc1ccccc1-c1nc(-c2ccc(Br)o2)no1,5%,-2%,.,.,-1.7%,9%,-4%,-1.4%,-1%,1.2
CCCCC1C2C(=O)N(c3ccccc3)C(=O)C2ON1c1ccccc1 (stereo not given),.,-8%,43,754,0.3%,.,14%,.,2%,.
COc1cccc(C2(CSc3nnc(-c4cc(OC)c(OC)c(OC)c4)o3)OCCO2)c1,8%,-2%,.,.,-0.4%,10%,3%,1.2%,4%,1.1
Cc1ccccc1C(=O)NCCCCc1ccccc1,-2%,-7%,-1,679,6.5%,-2%,-3%,-1.4%,-2%,1.1
COc1ccc(Nc2nc(C)cc(C)c2C#N)cc1,-2%,-4%,0,738,1.5%,4%,-7%,-5.4%,5%,1.1
CCn1c(SCc2ccccc2Cl)nc2nc3c(cc2c1=O)CCCC3,0%,13%,1,519,0.3%,14%,-3%,-2.1%,2%,1.1
Cc1ccc(CSCC(=O)Nc2ccc(F)cc2)cc1,-11%,3%,1,597,3.9%,3%,1%,0.5%,9%,1.2
CC(=O)NC(Cc1c[nH]c2ccccc12)C(=O)OCC(=O)Nc1ccc2c(c1)OCO2 (stereo not given),3%,-3%,.,.,1.0%,-5%,-1%,-4.9%,3%,1.1
Cn1cc(Br)c(C(=O)Nc2nccs2)n1,0%,-10%,16,734,1.9%[50 µM],6%,-7%,-0.1%,9%,1
CC(=O)c1ccc(-n2nnnc2SCC(=O)NNC(=O)c2ccco2)cc1,2%,-8%,.,.,0.2%,5%,2%,-1.7%,5%,1.3
Cc1cc(C)c(NC(=O)c2cc3c(nc4sccn43)s2)c(C)c1,-5%,2%,.,.,0.3%,-11%,-3%,4.5%,9%,1.1
Nc1c2c(nc3ccn(Cc4ccccc4)c(=O)c13)CCC2,11%,-1%,.,.,5.0%,8%,3%,-0.6%,-9%,1.1
CCOC(=O)c1cnn(CCOC(=O)c2cccc(F)c2)c1NC(=O)c1cccc(F)c1,-7%,-3%,0,536,1.0%[50 µM],-1%,0%,-6.4%,-3%,1.2
CCOc1cc(NC(=O)c2ccco2)c(OCC)cc1NC(=O)Cc1cccc(OC)c1,18%,-11%,-4,669,0.3%,26%,1%,-2.2%,9%,1
COc1ccc2c(c1)CCc1c(C(=O)NCCCn3ccnc3)noc1-2,34%,23%,.,.,7.1%,25%,0%,-1.1%,-4%,0.9
COc1cc(CN2CCN(S(=O)(=O)c3ccc(F)cc3)CC2)cc(OC)c1OC,-5%,1%,.,.,1.3%,5%,8%,-4.2%,0%,1.1
Cc1cc(C)c(C)c(S(=O)(=O)NCc2ccc(C(=O)N3CCCC3)cc2)c1C,6%,7%,-27,702,1.0%,9%,5%,-4.0%,1%,1.1
CN(NS(=O)(=O)c1ccc(Cl)cc1)c1nc(C(F)(F)F)nc2ccccc12,-2%,7%,-17,699,0.2%,-7%,3%,-0.9%,5%,1.1
C=C(C)CSc1nnc2n(C)c(=O)c3c4c(sc3n12)CCC4,4%,7%,0,739,0.0%,10%,6%,-6.0%,2%,1.1
Cc1cccc(C=Nc2ccccc2C(N)=O)c1,0%,-17%,12,767,0.6%,1%,3%,-1.1%,5%,1.2
COc1ccc(-c2nnn(CC(=O)N3CCOCC3)n2)cc1,-3%,8%,18,810,1.0%,-5%,1%,-8.1%,2%,1.1
COC(=O)c1ccccc1NC(=O)c1ccnn1C,3%,-5%,-1,641,0.3%,4%,7%,-0.1%,9%,1.1
O=C(NNC(=O)c1cc(OCC(F)(F)F)ccc1OCC(F)(F)F)c1cccc(C(F)(F)F)c1,14%,-3%,-1,651,1.0%,14%,3%,-9.8%,-2%,1.5
O=C(CC1NCCN(Cc2ccccc2)C1=O)Nc1ccccc1 (stereo not given),.,5%,1,766,.,.,11%,.,4%,.
O=C(O)c1ccc2c(c1)C(=O)N(Cc1ccc3c(c1)OCO3)C2=O,-8%,-1%,6,795,0.4%,0%,-5%,-2.4%,7%,1.1
CCOc1ccc(-c2csc(NC(=O)CSC3=NC(=O)CN3C(C)=O)n2)c2ccccc12,15%,-7%,-28,598,-1.2%[50 µM],14%,8%,-1.7%,10%,1.1
N#CC1=C(SCC(=O)NC2CC2)NC(=O)C(C#N)C12CCCCC2 (stereo not given),-2%,6%,.,.,-0.2%,-2%,4%,-2.6%,-2%,1.2
Nc1ccc(C(=O)N/N=C/c2sc(N3CCOCC3)nc2-c2ccccc2)cc1,-17%,-2%,-10,570,2.6%[50 µM],-6%,-3%,-3.6%,15%,1.1
COc1ccc(OC)c(N/C=C/C(=C(C#N)C#N)N(C)C)c1,12%,-6%,8,722,.,12%,4%,-7.6%,2%,1
CCOC(=O)c1ccc(-c2ccc(C3Nc4ccccc4C(=O)N3O)o2)cc1 (stereo not given),-22%,7%,7,585,9.3%,-13%,7%,-7.4%,-3%,1.1
COc1ccc(S(=O)(=O)N(CC(=O)NC2CC2)c2ccc(C)cc2)cc1,-3%,-6%,-14,712,0.3%,-1%,0%,-0.9%,-1%,1.1
CCCCNC(=O)OCCNC(=O)NC,0%,2%,1,729,0.7%,2%,3%,-14%,-4%,1.1
CC1CN(C(=O)/C(C#N)=C2\N=C(NC(=O)c3ccccc3Cl)c3ccccc32)CC(C)O1 (stereo not given),5%,44%,-26,681,.,16%,4%,-2.7%,10%,1.1
Cc1ccc(NC(=O)c2cc(-c3ccccc3)nn2-c2ccccc2)c(Br)c1,6%,-14%,2,700,0.4%,9%,-2%,-4.8%,-1%,1
Cc1[nH]c(=S)[nH]c(=O)c1CCOc1ccccc1,-10%,9%,.,.,1.4%,-5%,-1%,-0.9%,4%,1
Cc1ccc(Cn2ccnc2C(=O)Nc2ccccc2)cc1,4%,0%,-3,688,0.6%,2%,4%,-5.6%,4%,1.1
CCS(=O)(=O)CCSC(=N)N,3%,0%,8,699,0.5%,1%,3%,0.2%,9%,0.9
COc1ccccc1CN(Cc1nc2ccccc2c(=O)[nH]1)S(=O)(=O)c1ccc(C)cc1,-1%,-60%,1,800,0.6%,4%,-3%,-22%,5%,1.1
CCOC(=O)c1c(N)sc2c1CCC(CC)C2 (stereo not given),4%,-12%,3,787,-0.3%,13%,-1%,-3.5%,7%,1.2
CC(=O)Nc1ccc(S(=O)(=O)N2CC3(C)CC2CC(C)(C)C3)cc1 (stereo not given),11%,1%,17,667,-1.1%,12%,4%,-4.3%,0%,1
COc1ccc(CNC(=O)C2CC(=O)N(c3ccc(OCC(=O)N4C(C)CCCC4C)cc3)C2)cc1 (stereo not given),-4%,10%,2,722,-0.3%,3%,6%,0.3%,1%,1.1
Oc1ccccc1/C=N/Nc1nn[nH]n1,.,5%,15,774,0.0%,.,4%,.,-3%,.
CC(C)N(C)CCOC(=O)c1ccccc1Br,-20%,2%,18,675,2.7%[50 µM],-20%,2%,0.3%,0%,1.2

Ordered by SMILES length (high to low): 3 of the compounds above.
smiles,human PMI inhibitors,P. falciparum M17LAP,Lipid droplet,Lipid droplet cells 6.5 µM,UTI89 phage lysis,human PMI inhibition,SIAH1 antagonists,XIAP antagonists,P. falciparum M1AAP,TNAP activation fold
COc1ccccc1CN(Cc1nc2ccccc2c(=O)[nH]1)S(=O)(=O)c1ccc(C)cc1,-1%,-60%,1,800,0.6%,4%,-3%,-22%,5%,1.1
Cc1ccc(NC(=O)c2cc(-c3ccccc3)nn2-c2ccccc2)c(Br)c1,6%,-14%,2,700,0.4%,9%,-2%,-4.8%,-1%,1
COc1ccc(S(=O)(=O)N(CC(=O)NC2CC2)c2ccc(C)cc2)cc1,-3%,-6%,-14,712,0.3%,-1%,0%,-0.9%,-1%,1.1
